Assay outcomes: PubChem BioAssay, The Scripps Research Institute Molecular Screening Center
Tn7 DDE FP: disrupts Tn7 cyclic peptide binding to fibrin D-Dimer-E complex | P02675 | FP displacement of FITC-Tn7 peptide from fibrin DD(E); 0% = median of compound wells per plate | inhibition, % at 8.3 µM | 370,000 tested, 0.13% active | AID 720508;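 active = inhibition above the mean of compounds falling within the control limits plus 3 SD of them, cut at about 14% in these data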;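 note: 0% = plate median of compound wells and 100% = 10 µM Aha-Tn7 peptide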
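Test system – human fibrin DD(E) · Times – 10 min preincubation, 3 h with tracer, room temperature · Detection – fluorescence polarization of the labelled Tn7 tracer · Measure – percent inhibition normalized to high-control wells · Benchmarks – high control wells with 10 µM unlabelled Aha-Tn7 peptide (full inhibition) · Repeats – singlicate testing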
ADAM10 inh: inhibitors of human ADAM10. inhibition, % at 7 µM. recombinant ADAM10, EDANS/DABCYL FRET peptide cleavage, 3 h. 370,000 tested, 0.62% active;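 active = inhibition above a per-campaign cutoff equal to the mean of compounds falling between control-based bounds plus 3 SD, cut at about 20% in these data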;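 note: 0% = DMSO wells while the 100% control is not disclosed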
Target sequence (O14672 214-748 limits assumed): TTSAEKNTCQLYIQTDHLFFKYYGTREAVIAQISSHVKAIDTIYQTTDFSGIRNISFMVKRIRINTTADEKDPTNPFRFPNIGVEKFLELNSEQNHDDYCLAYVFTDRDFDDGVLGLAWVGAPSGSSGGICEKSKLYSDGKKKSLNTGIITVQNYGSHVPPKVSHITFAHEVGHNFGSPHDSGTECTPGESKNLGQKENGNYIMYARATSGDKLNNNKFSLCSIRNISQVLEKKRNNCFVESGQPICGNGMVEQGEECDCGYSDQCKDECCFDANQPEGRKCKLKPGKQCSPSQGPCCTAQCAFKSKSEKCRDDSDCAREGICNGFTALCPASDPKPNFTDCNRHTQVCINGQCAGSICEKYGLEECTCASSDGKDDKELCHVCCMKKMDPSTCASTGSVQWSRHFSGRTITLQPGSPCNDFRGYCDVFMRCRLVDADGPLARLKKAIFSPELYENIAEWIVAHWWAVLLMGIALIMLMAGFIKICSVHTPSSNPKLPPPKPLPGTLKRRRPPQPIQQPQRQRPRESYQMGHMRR
proKLK7 act: proKLK7 (human) activation, primary screen | P49862 | purified proKLK7, EDANS-DABCYL substrate fluorescence; 100% is mature enzyme control, 0% vehicle | activation, % at 7 µM | 370,000 tested, 0.9% active;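 active = activation above the mean of all tested compounds plus 3 SD, computed per campaign excluding outliers beyond control limits, cut at about 13% in these data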
Target sequence (P49862 whole entry, looked up): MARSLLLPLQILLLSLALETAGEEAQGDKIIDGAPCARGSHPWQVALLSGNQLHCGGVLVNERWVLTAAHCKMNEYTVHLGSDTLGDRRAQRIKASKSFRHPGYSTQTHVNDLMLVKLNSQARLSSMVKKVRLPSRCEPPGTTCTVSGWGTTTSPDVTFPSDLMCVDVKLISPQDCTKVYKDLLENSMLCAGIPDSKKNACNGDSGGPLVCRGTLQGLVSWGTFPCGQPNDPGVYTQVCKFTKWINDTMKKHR
ADAM17 inh: inhibitors of human ADAM17; P78536; recombinant ADAM17, EDANS/DABCYL FRET peptide cleavage; inhibition, % at 6.95 µM; 370,000 tested, 0.83% active;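 active = inhibition above the mean of compounds lying between control limits plus 3 SD, set per campaign, cut at about 8.5% in these data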;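 note: 0% = DMSO-only wells as the low control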
TDP2 inh: blocks human TDP2 phosphodiesterase activity. inhibition, % at 12.8 µM. 370,000 tested, 0.34% active. recombinant TDP2, T5PNP hydrolysis, p-nitrophenol absorbance 415 nm. AID 720702. O95551;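 active = inhibition above the mean of all tested compounds plus 3 SD, set per campaign, cut at about 25% in these data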;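 note: 0% = DMSO with enzyme and 100% = buffer with substrate but no TDP2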
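Material: recombinant human TDP2; quantity: TDP2 enzyme at 120 nM final; medium: Tris-HCl pH 7.5 with MgCl2; compound: single concentration, 12.8 µM nominal, with 1% DMSO; incubation: 2 h enzyme incubation at 37 °C; signal: epi absorbance; measure: percent inhibition; benchmarks: high control without enzyme, low control DMSO plus TDP2; repeats: singlicate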
PLC-gamma1 inh: inhibitors of human phospholipase C gamma1; P19174; purified PLC-gamma1, fluorogenic substrate, fluorescence; inhibition, % at 12.2 µM; 370,000 tested, 0.84% active; AID 720700; in the data active = inhibition above about 9.5%
ASAP1 GAP inh: blocks human ASAP1-stimulated Arf1 GTP hydrolysis. Q9ULH1. GDP FP detection. inhibition, % at 16.5 µM. 360,000 tested, 0.19% active. AID 624377; in the data active = inhibition above about 25%;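 note: 0% = vehicle with enzyme and substrate and 100% = no enzyme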
DDE Tn6 FP inh: disrupts Tn6 cyclic peptide binding to fibrin D-Dimer-E complex; P02675; Fibrin DD(E) TRITC-Tn6 fluorescence polarization displacement; inhibition, % at 8.3 µM; 370,000 tested, 0.21% active;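 active = inhibition above a per-campaign cutoff: mean of compounds within control limits plus 3 SD, cut at about 15% in these data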;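 note: 0% = median of all compound wells on the plate and 100% = blocking peptide control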
ARFGAP1 inhibitor: rat ARFGAP1 inhibition; AID 651572; inhibition, % at 16.5 µM; 360,000 tested, 0.26% active; Arfgap1-stimulated ARF1 GTP hydrolysis, GDP FP detection;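 active = inhibition above a per-plate limit, mean inhibition of low control wells plus 3 SD, cut at about 25% in these data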;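 note: 0% = DMSO wells with enzyme and 100% = wells lacking Arfgap1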
Target sequence (Q62848 1-136 limits assumed): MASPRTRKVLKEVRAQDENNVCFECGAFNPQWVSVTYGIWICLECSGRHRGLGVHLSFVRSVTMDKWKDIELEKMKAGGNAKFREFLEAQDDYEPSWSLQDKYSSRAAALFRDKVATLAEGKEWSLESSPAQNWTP
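Repeats: one replicate per compound; assay system: rat Arfgap1 catalytic domain, aa 1-136; times: enzyme reaction 120 min at 25 °C after 20 min preincubation; detection: FP of antibody-bound GDP Alexa 633 tracer, ex 620/em 688 nm; benchmarks: high control wells lacking Arfgap1, low control full reaction with DMSO; reagent: human ARF1(Δ1-17)-GTP substrate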
LEDGF integ inh: blocks HIV-1 LEDGF/p75-dependent DNA integration | 370,000 tested, 0.64% active | AID 743269 | inhibition, % at 3.7 µM | TR-FRET IN-LEDGF/p75 DNA integration, Eu/Cy5;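 active = inhibition above the screen-wide mean plus 3 SD, cut at about 13% in these data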;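 note: signal is the Cy5 over europium emission ratio at 671 and 618 nm; 0% = plate median of compound wells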
Numbers without * were called inactive; i = inactive; nt = no result given.

The opening 3 records (preview)
SMILES | Tn7 DDE FP | ADAM10 inh | proKLK7 act | ADAM17 inh | TDP2 inh | PLC-gamma1 inh | ASAP1 GAP inh | DDE Tn6 FP inh | ARFGAP1 inhibitor | LEDGF integ inh
CO/N=C(/CNC(=O)c1cccc(Cl)c1)c1ccc(Cl)cc1 | -2 | 7 | -0.3 | 6 | 0 | 3 | 10 | 9 | 10 | 3
COc1ccc2cc(C(=O)N3CCCCCC3)sc(=O)c2c1OC | -1 | 1 | 0.0 | -5 | 5 | -5 | -11 | -1 | 11 | -4
O=C(COC(=O)c1ccccc1OCc1ccc(Cl)cc1)NCC1CCCO1 (configuration not stated) | -2 | -8 | 0.2 | -5 | 10 | 4 | 4 | 2 | 3 | 0

Main list (from the top)
SMILES | Tn7 DDE FP | ADAM10 inh | proKLK7 act | ADAM17 inh | TDP2 inh | PLC-gamma1 inh | ASAP1 GAP inh | DDE Tn6 FP inh | ARFGAP1 inhibitor | LEDGF integ inh
CO/N=C(/CNC(=O)c1cccc(Cl)c1)c1ccc(Cl)cc1 | -2 | 7 | -0.3 | 6 | 0 | 3 | 10 | 9 | 10 | 3
COc1ccc2cc(C(=O)N3CCCCCC3)sc(=O)c2c1OC | -1 | 1 | 0.0 | -5 | 5 | -5 | -11 | -1 | 11 | -4
O=C(COC(=O)c1ccccc1OCc1ccc(Cl)cc1)NCC1CCCO1 (configuration not stated) | -2 | -8 | 0.2 | -5 | 10 | 4 | 4 | 2 | 3 | 0
CCOc1cccc(C2C(C(=O)c3cccs3)=C(O)C(=O)N2Cc2cccnc2)c1 (configuration not stated) | -1 | -8 | -0.3 | -3 | -1 | 1 | 9 | -5 | 5 | -7
CS(=O)(=O)N1CCN(c2cnn(-c3ccccc3)c(=O)c2Cl)CC1 | -1 | 1 | 0.4 | -1 | 1 | 5 | -1 | 3 | 6 | 6
COc1ccccc1Nc1nc(N)nc(CN2CCOCC2)n1 | -4 | 3 | 0.2 | -1 | 8 | 4 | 2 | -3 | -2 | 1
N#Cc1ccc(OC[C@@H](O)CN2CCC(C(O)(c3ccccc3)c3ccccc3)CC2)cc1F | -7 | 0 | 0.1 | -2 | 2 | 2 | nt | 4 | nt | 1
Cc1ccc(Cl)cc1N1CCN(C(=O)C2CCN(S(=O)(=O)c3cccnc3)CC2)CC1 | 5 | 6 | 0.2 | 0 | 4 | 6 | -2 | 1 | 11 | -4
Cc1ccc(S(=O)(=O)N2N=C3CCCCC3C2(O)C(F)(F)F)cc1 (configuration not stated) | 5 | -3 | -0.4 | -6 | 6 | -1 | -7 | -6 | 8 | 2
COc1ccc(NC(=O)CN2C(=O)/C(=C3\SC(=S)N(C4CCS(=O)(=O)C4)C3=O)c3ccccc32)cc1 (configuration not stated) | 3 | -14 | -0.8 | -7 | -2 | -2 | -8 | 1 | 1 | 1
O=C(NC(Cc1ccccc1)C(=O)O)/C(=C\c1ccccc1)NC(=O)c1ccco1 (configuration not stated) | -3 | -1 | 0.9 | 0 | -3 | -16 | -8 | 0 | 0 | -6
CCOC(=O)c1c(NC(=S)Nc2ccccc2)sc2c1CCN(CC)C2 | -7 | -255 | 75* | -92 | -12 | -191 | -9 | -5 | 3 | 2
COc1ccccc1-n1c(SCC(=O)N2CCc3ccccc32)nc2c(c1=O)SCC2 | -4 | 3 | -0.1 | 0 | -12 | 4 | 10 | 1 | 2 | 3
COCCCNC(=O)c1sc2ncn(CC(=O)Nc3ccc(C)c(Cl)c3)c(=O)c2c1C | -1 | -3 | -0.1 | 2 | 1 | -2 | -8 | 7 | 3 | 0
Cc1cc(-c2ccccc2)cc(-c2ccccc2)[n+]1C | -2 | -9 | 0.2 | -2 | -11 | 7 | 3 | 2 | 3 | 1
Cc1cc(C)c(C(=O)CSc2n[nH]c(-c3ccncc3)n2)c(C)c1 | 10 | 0 | 0.3 | -2 | 5 | -1 | -12 | 5 | -3 | -2
CCCCCCn1c(N2CCC(C(N)=O)CC2)nc2c1c(=O)[nH]c(=O)n2C | -5 | 6 | 0.3 | -1 | 6 | 3 | -6 | -8 | 9 | -1
O=C(Nc1ccc(C(=O)O)cc1)/C(=C\c1ccc2c(c1)OCO2)NC(=O)c1ccccc1 | -3 | -9 | -0.2 | -1 | 9 | -7 | -10 | -2 | 4 | -3
COCCn1c(C)c(C(=O)O)sc1=S | -7 | 3 | 0.0 | 2 | -3 | 0 | -7 | 6 | -8 | -4
Cc1ccc2cc(C#N)c(N3CCCN(C(=O)C4CCCO4)CC3)nc2c1 (configuration not stated) | 0 | -265 | 4.2 | -86 | 11 | -169 | 1 | 1 | 2 | 7
O=C(Nc1ccccn1)c1cccc(S(=O)(=O)N2CCCCC2)c1 | 1 | 5 | 0.3 | -4 | 3 | 2 | -8 | -1 | 0 | 4
O=C(NCc1ccccn1)c1cc(-c2ccc(Cl)cc2)oc1C(F)(F)F | 10 | -9 | 0.6 | 1 | 4 | 0 | 8 | -4 | 1 | -2
Cc1ccc(C(=O)OCC(=O)NCc2cccs2)cc1S(=O)(=O)N1CCOCC1 | -4 | 3 | 0.2 | -2 | -12 | 1 | 2 | -2 | 0 | 5
COc1ccc(OC)c(NC(=O)CCCN2C(=S)NC(C)(C)CC2C)c1 (configuration not stated) | 2 | -1 | 0.4 | -2 | 4 | 1 | -7 | 0 | 6 | 4
COc1cc2c(cc1OC)CN(C(=O)CN1C(=O)NC3(CCCCC3C)C1=O)CC2 (configuration not stated) | 3 | -8 | 0.9 | -5 | 11 | -4 | -9 | 0 | -5 | 0
O=C(Cc1coc2cc(O)ccc12)NNC(=O)c1cccs1 | 8 | -9 | 1.5 | -4 | 5 | -4 | 1 | 8 | 5 | 1
COc1ccc(NC(=O)N2CCC(C(=O)c3ccc(F)cc3)CC2)cc1 | -4 | -2 | 0.6 | -2 | -1 | 4 | -4 | 3 | 8 | -2
COc1ccc(NC(=O)CN2CCCC(C)C2)c([N+](=O)[O-])c1 (configuration not stated) | 6 | -10 | 0.1 | -3 | 2 | -1 | -11 | 0 | -4 | 0
C/C(=N\NC(=S)Nc1c(C)cccc1C)c1ccc(O)cc1 | -4 | 1 | -0.7 | -4 | 14 | 0 | 0 | 3 | -5 | -1
CN(c1ccccc1)S(=O)(=O)c1ccc(C(=O)N2CCCC2)cc1 | 4 | 1 | -0.2 | 1 | -2 | 5 | 8 | -1 | -9 | 7
CCCCSc1nnc(CSc2ncccn2)n1C | 0 | 3 | 0.9 | -3 | -2 | -3 | -2 | 4 | 7 | -1
COc1cccc(C2/C(=C(\O)c3ccc4c(c3)OCCO4)C(=O)C(=O)N2c2nnc(C)s2)c1 (configuration not stated) | -3 | -1 | 0.0 | -1 | 3 | -21 | -5 | 3 | -10 | 0
COc1ccc(-c2cn3cc(Cl)ccc3n2)cc1OC | -2 | i | 2.9 | -287 | -6 | -204 | 15 | -1 | 14 | 3
COc1ccc(C(=O)n2nc(C)cc2C)cc1Br | 6 | -3 | 0.7 | -3 | -1 | -1 | 3 | 6 | 1 | -1
CCC(C(=O)NC1CCCCC1)n1c2ccccc2c2nc(=O)cc(C)n21 (configuration not stated) | 1 | -2 | -0.5 | -2 | -11 | -6 | -2 | 0 | 3 | -1
COc1ccc(NC(=O)CN(C)C(=O)c2ccc(=O)[nH]c2)cc1 | 1 | 4 | -0.1 | -1 | -13 | 0 | -1 | 7 | -4 | 5
CCOC(=O)c1cccc(Nc2ncnc3ccccc23)c1 | 1 | 0 | 0.2 | -4 | -11 | -38 | 6 | 2 | 3 | -3
CC(C)c1ccc(C(=O)N2CCCCC2c2cc(C(=O)NCc3cccnc3)no2)cc1 (configuration not stated) | 1 | -4 | 0.1 | -4 | 5 | 0 | -6 | -1 | -1 | -2
COc1ccc2[nH]c3c(c2c1)CCN1C(=O)C(CC(=O)NCCN2CCOCC2)C[C@H](C(=O)N2CCCCC2)[C@@]31CCc1ccccc1 (some centres not stated) | -2 | -12 | 0.0 | -3 | 4 | 2 | 6 | -3 | 18 | -4
N#CC1=C(N)N=C(SCc2ccccc2)C(C(N)=O)C12CCCCC2 (configuration not stated) | -3 | -1 | -0.9 | -1 | 11 | 2 | -3 | 6 | 0 | 0
CCc1nc(CN(C)C(=O)C2CCC(=O)N(CCc3cccc(F)c3)C2)no1 (configuration not stated) | -2 | -6 | 0.5 | -3 | 6 | -1 | 6 | -1 | 9 | -5
COc1ccc(S[C@@H](CCN2CC[C@H](O)CCC2=O)c2ccccc2)cc1 | -4 | 3 | -0.5 | 0 | 3 | 4 | -14 | -2 | -2 | 2
CCn1nnc(NC(=O)COc2cc(C)ccc2C(C)C)n1 | -3 | 1 | -0.1 | -2 | -1 | -1 | -3 | 5 | -8 | -3
Cc1ccc2[nH]c(C(=O)N3CCN(c4cccc(Cl)c4)CC3)cc2c1 | -4 | -7 | 0.3 | -4 | 4 | -2 | 3 | -3 | -4 | -2
O=C(CCCC(=O)c1ccccc1)Nc1ccc(F)cc1 | -6 | -5 | 0.8 | -1 | 6 | 6 | 9 | 5 | -9 | 3
Cc1ccc(N=c2oc3cc(O)ccc3cc2C(N)=O)cc1 | 1 | i | 24* | i | -11 | i | 3 | 2 | 10 | -3
CCOC(=O)N1CCN(CC(O)COc2ccccc2[N+](=O)[O-])CC1 (configuration not stated) | 3 | -1 | 0.4 | -4 | 11 | -2 | 3 | -7 | 11 | -1
CC(NC(=O)COC(=O)c1c[nH]c2ccccc12)c1ccccc1 (configuration not stated) | -2 | -14 | -0.8 | -4 | 5 | 1 | -2 | 0 | 3 | -2
CC(C)(C)NC(=O)COC(=O)c1ccc(O)cc1 | 0 | -3 | -0.1 | -3 | 2 | -2 | -3 | 5 | -15 | 0
N#Cc1ccc(OCCCN2CCC(C(O)(c3ccccc3)c3ccccc3)CC2)c(F)c1 | -3 | -8 | 0.1 | -4 | -5 | 1 | 12 | 3 | -3 | -7
CC1CCCN(c2ccc(C(=O)NCC3CCCO3)cn2)C1 (configuration not stated) | 2 | 4 | 0.1 | -2 | 2 | -2 | 12 | -5 | -4 | 1
Cc1cc(C)cc(NC(=O)[C@H](Cc2c[nH]c3ccccc23)NC(=O)[C@@H]2Cc3ccccc3CN2)c1 | -1 | -2 | 0.4 | -1 | 8 | 3 | 1 | -5 | 8 | 1
COC(=O)c1sccc1NS(=O)(=O)c1ccccc1 | 1 | 3 | -0.1 | 2 | -16 | 5 | -11 | -2 | -4 | -3
CSc1cccc(NC(=O)CCC(=O)O)c1 | -4 | -6 | 0.3 | 0 | 8 | -2 | 17 | -3 | -2 | 0
